Source: PubChem BioAssay (National Center for Advancing Translational Sciences (NCATS))
USP1 inh: inhibitors of human USP1/UAF1 deubiquitinase; O94782; recombinant USP1/UAF1, Ub-Rhodamine cleavage fluorescence; Potency, µM (top dose mostly 57.1 µM), for the others: top-dose activity change, negative = inhibition, most hits filed as inhibitors; 390,000 compounds, 0.23% hits; AID 743255; note: potency is the fitted concentration of half-maximal effect; % is set by controls: 0 for no effect and ±100 for the full control effect; nearly all actives have a fitted effect of over 60% in size; inactives centre near -12
Target sequence (O94782 whole entry, looked up): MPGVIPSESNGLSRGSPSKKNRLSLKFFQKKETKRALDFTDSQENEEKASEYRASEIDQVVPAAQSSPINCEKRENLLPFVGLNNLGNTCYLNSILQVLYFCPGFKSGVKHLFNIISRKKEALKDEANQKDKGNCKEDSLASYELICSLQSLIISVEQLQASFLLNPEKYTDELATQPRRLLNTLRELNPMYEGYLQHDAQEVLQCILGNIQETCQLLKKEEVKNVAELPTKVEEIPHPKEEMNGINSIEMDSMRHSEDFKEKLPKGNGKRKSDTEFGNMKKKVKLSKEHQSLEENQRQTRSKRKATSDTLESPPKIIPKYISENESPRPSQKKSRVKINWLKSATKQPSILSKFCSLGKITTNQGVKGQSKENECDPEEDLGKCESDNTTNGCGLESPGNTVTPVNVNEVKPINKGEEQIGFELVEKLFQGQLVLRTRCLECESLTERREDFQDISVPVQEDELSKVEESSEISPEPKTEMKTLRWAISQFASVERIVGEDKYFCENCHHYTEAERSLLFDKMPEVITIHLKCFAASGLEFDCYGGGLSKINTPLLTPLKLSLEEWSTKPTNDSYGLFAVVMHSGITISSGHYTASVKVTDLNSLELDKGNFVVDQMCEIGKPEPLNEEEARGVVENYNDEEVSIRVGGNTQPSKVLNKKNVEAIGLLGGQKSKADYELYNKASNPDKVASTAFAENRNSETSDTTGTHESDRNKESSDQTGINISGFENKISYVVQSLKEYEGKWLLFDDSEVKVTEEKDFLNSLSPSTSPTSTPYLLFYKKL
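High-throughput fluorogenic screen: 1nM USP1/UAF1 complex, Ub-Rho substrate 150nM final, 50mM HEPES pH 7.8 with 0.5mM EDTA, 0.1 mg/ml BSA, 1mM TCEP and 0.01% Tween-20.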
TrxR1 substrate: rat thioredoxin reductase 1 substrate activity. O89049. purified TrxR1 substrate turnover, NADPH consumption readout. Potency, µM (titrated, usually from 114 µM), without a hit: top-dose activity change, negative = substrate turnover. 390,000 compounds, 0.01% hits. AID 588456; note: potency is the fitted concentration of half-maximal effect; % is set by controls: 0 for no effect and ±100 for the full control effect; nearly all actives have a fitted effect of over 50% in size
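Rat TrxR1, dispensed at 90 nM, was prereduced with 400 uM NADPH (final) for 5 min at ~22 deg C, then incubated with compound 15 min before 400 uM selenite. A first-read NADPH fluorescence drop versus no-compound background flagged substrates.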
IDH1 R132H inh: human IDH1 R132H inhibition. Potency, µM (top dose mostly 76.6 µM), inactives show at the highest dose activity change, negative = inhibition, most hits filed as inhibitors. 390,000 compounds, 0.093% hits. IDH1-R132H enzyme, NADPH consumption, diaphorase/resazurin fluorescence. O75874; note: potency is the fitted concentration of half-maximal effect; % is set by controls: 0 for no effect and ±100 for the full control effect; nearly all actives have a fitted effect of over 65% in size
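IDH1-R132H (0.5 ug/mL dispensed) in pH 7.5 Tris buffer was preincubated 30 min with compound, then given a substrate mix of 0.016 mM NADPH and 2 mM alpha-KG for 80 min at room temperature; remaining NADPH was read by diaphorase/resazurin fluorescence.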
Glioma ERSR ind: inducers of ER stress response in human glioma cells | AID 602332 | U87-MG GRP78 promoter luciferase reporter, 16 h | Potency, µM, for the others: top-dose activation, most hits filed as activators | 420,000 compounds, 0.02% hits; note: potency is the fitted concentration of half-maximal effect; series mostly up to about 76 µM; % of control where 0% means no effect; nearly all actives have a fitted effect of over 35% in size
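ERSR induction read as luciferase luminescence (Bright-Glo, 10 min at room temperature) in stably transfected human U87-MG glioma cells exposed to compounds for 16 h, using GRP78 as sensor.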
rTrxR1 inhibitor: blocks rat thioredoxin reductase 1. O89049. recombinant rTrxR1, NADPH fluorescence consumption, selenite substrate. Potency, µM (highest dose often 114 µM), for inactives: top-dose activity change, negative = inhibition, actives largely listed as inhibitors. 390,000 compounds, 1% hits; note: potency is the fitted concentration of half-maximal effect; % is set by controls: 0 for no effect and ±100 for the full control effect; nearly all actives have a fitted effect of over 65% in size
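Rat TrxR1 (90 nM in the dispensed reagent) was pre-reduced with 400 uM NADPH for 5 min at room temperature, then incubated with compound for 15 min. After 400 uM selenite was added, NADPH fluorescence (Ex 340/Em 450 nm) was followed for 8 min.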
LDHA inh: inhibitors of human lactate dehydrogenase A. purified LDHA, NADH/diaphorase-resazurin fluorescence; hits give low values. activity change, % (values are at about 110 or 230 µM). 480,000 compounds, 0.15% hits. AID 1347041; in the data active = activity change below about -30%; inconclusive = mostly about -25% to -30%;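 note: plate controls were DMSO wells for no effect and wells without enzyme for full effect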
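Resorufin fluorescence (ex540/em590), read at 0 and 20 min after diaphorase/resazurin addition, reports the NADH left after a 5 min room-temperature reaction of 2 nM human LDH5 with 0.06 mM NADH and 0.2 mM pyruvate.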
Vif-APOBEC3G blk: inhibitors of Vif-APOBEC3G interaction; Q9HC16; HeLa A3G-eYFP + Vif (tagged APOBEC3G with the HIV-1 protein that degrades it), YFP fluorescence, overnight; Potency, µM (top dose mostly 46.1 µM), for inactives: at the highest dose activity, negative = active, usual class: inhibitors; 410,000 compounds, 0.076% hits; AID 602310;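 note: potency is the fitted concentration of half-maximal effect; % is set by controls: 0 for no effect and ±100 for the full control effect; nearly all actives have a fitted effect of over 60% in size; hits raise eYFP signal because A3G escapes Vif-driven loss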
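Read-out is eYFP fluorescence (Ex 488/Em 500-530) from Vif-expressing HeLa A3G-eYFP cells; more signal means A3G escaped Vif-mediated degradation. Cells plated overnight, compound pinned in, incubated overnight at 37 deg C.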
RGS4 inhibitor: blocks human RGS4-accelerated GTP hydrolysis | P49798 | Transcreener GDP fluorescence polarization, RGS4-accelerated GTP hydrolysis | Potency, µM (highest dose often 114 µM), for the others: top-dose activity change, negative = inhibition, most hits filed as inhibitors | 390,000 compounds, 0.039% hits; note: potency is the fitted concentration of half-maximal effect; % is set by controls: 0 for no effect and ±100 for the full control effect; nearly all actives have a fitted effect of over 75% in size; some results filed as inactive show a strong effect at the top dose
Target sequence (P49798 whole entry, looked up): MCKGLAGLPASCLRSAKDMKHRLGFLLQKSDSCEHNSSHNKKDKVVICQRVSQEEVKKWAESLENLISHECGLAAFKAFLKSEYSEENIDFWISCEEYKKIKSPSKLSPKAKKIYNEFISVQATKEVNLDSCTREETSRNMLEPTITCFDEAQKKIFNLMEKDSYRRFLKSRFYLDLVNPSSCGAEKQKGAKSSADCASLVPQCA
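MLSMR compounds (23 nl, pin-transferred) preincubated 10 min at room temperature with a 500nM (2x) first reagent, then RGS4 at 900nM (2x) plus Transcreener GDP mix added; fluorescence polarization (620/688 nm) read before and after 90 min at 30 °C.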
Vif-A3F inh: Vif-A3F binding inhibition | HeLa A3F-eYFP + Vif (tagged APOBEC3F with the HIV-1 protein that degrades it), YFP fluorescence increase | Potency, µM (top dose mostly 46.1 µM), for the others: at the top dose activity, negative = active | 390,000 compounds, 0.2% hits; note: potency is the fitted concentration of half-maximal effect; % of control where 0% means no effect; nearly all actives have a fitted effect of over 65% in size
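Fluorescence increase (Ex 488/Em 500-530) after overnight compound treatment at 37 deg C flags inhibition of Vif-driven A3F-eYFP loss in stable HeLa A3F-eYFP/Vif cells seeded overnight beforehand.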
* hit, by the source's call; ? = inconclusive; · = not tested or not shown; [ ] = dose if it differs, or a comment. Unless noted, calls come from the whole dose curve; as a rule, active = well fitted curve in the direction sought with a large enough effect; inconclusive = small, poorly fitted or top-dose-only effect, or another doubt; inactive = no such curve, though single readings can be large; an effect the other way counts as inactive or inconclusive.

SMILES	USP1 inh	TrxR1 substrate	IDH1 R132H inh	Glioma ERSR ind	rTrxR1 inhibitor	LDHA inh	Vif-APOBEC3G blk	RGS4 inhibitor	Vif-A3F inh
CCOc1ccc(N(CC(=O)NCc2cccnc2)S(=O)(=O)c2ccc(F)cc2)cc1	-18%	11%	2%	1%	20%	-4	0%	24%	3%
COC(=O)c1sccc1NC(=O)c1ccc(C)s1	-1%	5%	-1%	-4%	10%	-5	1%	?	3%
CC(C)(C)n1nc2c(c1NC(=O)c1ccccc1S(=O)(=O)C(F)F)CS(=O)(=O)C2	-5%	1%	10%	0%	9%	0	2%	41%	-13%
FC(F)(F)c1cnc(NNC(=S)Nc2ccccc2Cl)c(Cl)c1	-7%	6%[57.1 µM]	-29%	-11%	5%[57.1 µM]	-1	1%	-28%	-7%
Cc1ccc(CNC(=O)C2CCC(=O)N(C3CCCC3)C2)c(F)c1F (stereo not drawn)	-19%	5%	-5%	-2%	13%	0	0%	13%	2%
O=C(NNC(=O)c1ccccc1F)c1ccc2[nH]c(=O)c(=O)[nH]c2c1	-22%	3%	-6%	7%	-1%	2	4%	4%	-6%
COc1ccc(CCNC(=O)CCn2c(=O)c3ccccc3n(CC(=O)Nc3cc(Cl)ccc3C)c2=O)cc1OC	-13%	7%	-2%	-1%	18%	0	-3%	6%	-8%
COc1ccc(C(=O)NCCn2cc(SCC(=O)Nc3cc(C)on3)c3ccccc32)cc1OC	3%	0%	-1%	-1%	-3%	1	-5%	22%	3%
CCSc1ccc([C@@H]2[C@@H]3C(=O)N(C)C(=O)[C@@H]3[C@]3(C(=O)OC)CCCCN23)cc1	18%	-1%[57.1 µM]	4%	-2%	-9%[57.1 µM]	0	-4%	29%	1%
O=C(CN(CC1CCCO1)C(=O)c1nsc(Cl)c1Cl)NC1CCCC1 (stereo not drawn)	-16%	-2%	-11%	-2%	4%	-3	-2%	18%[11.4 µM]	1%
COc1ccc(/C=N/NC(=O)c2cccnc2)cc1CN1CCCc2ccccc21	-32%	6%[57.1 µM]	0%	-4%	37%[activator][57.1 µM]	-6	-11%	1%	3%
Cc1ccc(N2CCN(C(=O)c3cnn(-c4ccc(C)c(C)c4)c3C3CCNCC3)CC2)c(C)c1	-20%	-2%	-3%	-6%	-19%	2	-15%	-2%	9%
C/C(=N\NC(=O)c1cccc(N/N=C(\C)c2ccncc2)c1)c1ccncc1	-21%	-1%	0%	-1%	9%	-1	3%	-6%[11.4 µM]	2%
CN(Cc1c(C(=O)N/N=C/c2ccc(O)cc2)nnn1-c1nonc1N)C1CCCCC1	-5%	-5%	-6%	4%	8%	-14	-8%	-7%	0%
Cc1nc2ccc(-c3ccccc3)cc2o1	-9%	-2%[57.1 µM]	2%	9%	1%[57.1 µM]	-5	-3%	-23%	1%
CN(C)/C(=N\S(=O)(=O)c1ccc(Br)cc1)c1ccccc1	-21%	12%	3%	-2%	35%	-1	3%	11%	10%
Cc1cccc(-c2ncc(CN3CCCC(CO)(Cc4ccccc4C)C3)cn2)c1 (stereo not drawn)	?	-4%	15%	3%	-6%	3	-7%	-23%	?
COc1ccc(-c2c(C)nn3c(N4CCN(c5ccccc5)CC4)cc(C)nc23)cc1OC	-22%	-2%	-2%	-2%	4%	-8	1%	-3%	?
COCCCN1C(=O)c2ccc(C(=O)OCC(=O)N(C)c3ccccc3)cc2C1=O	-19%	5%[57.1 µM]	-2%	-2%	7%[57.1 µM]	-2	-14%	-6%	0%
OCCC1CN(Cc2ccccc2OC2CCCC2)CCN1Cc1ccsc1 (stereo not drawn)	-22%	4%	24%	-3%	5%	-3	0%	1%[11.4 µM]	0%
O=C(COC(=O)c1cccc(S(=O)(=O)N2CCOCC2)c1)NCCc1ccccc1	-15%	-1%	-9%	-4%	4%	-5	2%	-20%	7%
COc1ccc(CNC(=O)c2sc3nc4c(c(C(F)(F)F)c3c2N)CCC4)cc1OC	-8%	-7%	-2%	-5%	3%	-3	1%	?	?
O=C(CCNS(=O)(=O)c1cccc2nonc12)NCc1cccs1	-7%	3%[57.1 µM]	1%	-5%	-4%[57.1 µM]	4	1%	5%	-6%
O=C(CN1C(=O)C2CC=CCC2C1=O)Nc1ccc(F)cc1F (stereo not drawn)	3%	-3%	-9%	-1%	8%	-5	0%	31%	-2%
Cc1cc(C(=O)NC2CCN(Cc3ccccc3)CC2)n[nH]1	-23%	4%	10%	-1%	23%	-1	-2%	4%	10%

The results go on.
SMILES	USP1 inh	TrxR1 substrate	IDH1 R132H inh	Glioma ERSR ind	rTrxR1 inhibitor	LDHA inh	Vif-APOBEC3G blk	RGS4 inhibitor	Vif-A3F inh
O=C(Nc1ccccc1SCC1CSc2nc3ccccc3c(=O)n21)c1cccc(Cl)c1 (stereo not drawn)	5%	7%[57.1 µM]	6%	0%	7%[57.1 µM]	0	-1%	3%	3%
COc1cccc(/C=N/NC(=O)c2oc3nc(-c4ccccc4)cc(-c4ccco4)c3c2N)c1	-3%	5%	-8%	-1%	18%	-3	-28%	6%	?
CCCOC(=O)c1c(NC(=O)CCCn2nc([N+](=O)[O-])cc2C)sc(C(=O)OC)c1C	-21%	5%[57.1 µM]	2%	-2%	9%[57.1 µM]	-3	0%	-28%	-6%
COC(=O)c1ccccc1NS(=O)(=O)c1ccc2c(c1)oc(=O)n2C	-16%	-6%	2%	-1%	12%	0	?	4%	-6%
Cc1ccc(NC(=O)C(=O)NCCCN2CCOCC2)cc1C	-29%	1%	11%	-2%	1%	1	-1%	-17%	-9%
O=C(CSc1ncnc2sccc12)Nc1ccccc1F	1%	6%[57.1 µM]	-1%	1%	1%[57.1 µM]	-2	-4%	8%	6%
CC(C)(C)c1cc2cccnc2n1Cc1cccc(Cl)c1	-3%	3%[57.1 µM]	1%	-7%	7%	-14	-1%	9%	-2%
O=C1CNC(=O)/C(=C/c2cccs2)N1	3%	-1%[57.1 µM]	-2%	9%	9%[57.1 µM]	-8	0%	39%	7%
CC(=NCCCn1ccnc1)c1c(O)n(Cc2ccccc2)c(=O)[nH]c1=O	-10%	6%	14%	-4%	20%	-3	-2%	-5%	-16%
Cc1cccc(CCN(C(=O)c2csnn2)C(C(=O)NC2CCCC2)c2ccco2)c1 (stereo not drawn)	?	0%	-7%	-4%	10%	-8	0%	-5%	-18%
Clc1ccccc1OCCCCN1CCCCC1	2%	-7%	4%	7%	-3%	-15	5%	17%	-3%
CC(=O)c1c(C)[nH]c(C(=O)OCCCCN2C(=O)c3ccccc3C2=O)c1C	-25%	0%	3%	-5%	15%	-5	-3%	-16%	1%
COc1ccc(CCNC(=O)CNC(=O)N2CC(=O)Nc3ccccc32)cc1	?	·	-2%	1%	·	-6	0%	·	1%
COc1ccc(CNC(=S)Nc2ccc(F)c(Cl)c2)cc1OC	-21%	-1%[57.1 µM]	6%	-1%	4%[57.1 µM]	-11	4%	14%	18%
CCOC1(OCC)N=C(N)C2(C#N)C(c3cccc(C)c3)C12C#N (stereo not drawn)	-13%	3%	6%	0%	-12%	-6	0%	-3%	-11%
COc1ccc(NC(=O)c2ccc(S(=O)(=O)N(C)c3ccccc3)cc2)cc1S(=O)(=O)N1CCOCC1	-22%	·	0%	-4%	·	-4	-15%	·	0%
Cc1ccc(NC(=O)N(Cc2c[nH]c3ccccc23)C2CCCCCC2)cc1C	-16%	0%	-6%	0%	25%	-8	-4%	12%	0%
COc1ccc(OC)c(N(C)S(=O)(=O)c2ccc3c(c2)N(C(C)=O)CCO3)c1	-18%	3%	-2%	1%	21%	0	2%	0%	-13%
CC(=O)c1c(N2CCC(C(N)=O)CC2)nc(=S)n(-c2ccccc2)c1C	-21%	-7%	4%	-4%	-31%	-5	0%	-10%	-1%

Sorted by length of the SMILES (highest first): part of the list above.
SMILES	USP1 inh	TrxR1 substrate	IDH1 R132H inh	Glioma ERSR ind	rTrxR1 inhibitor	LDHA inh	Vif-APOBEC3G blk	RGS4 inhibitor	Vif-A3F inh
O=C(Nc1ccccc1SCC1CSc2nc3ccccc3c(=O)n21)c1cccc(Cl)c1 (stereo not drawn)	5%	7%[57.1 µM]	6%	0%	7%[57.1 µM]	0	-1%	3%	3%
CC(=NCCCn1ccnc1)c1c(O)n(Cc2ccccc2)c(=O)[nH]c1=O	-10%	6%	14%	-4%	20%	-3	-2%	-5%	-16%
O=C(CSc1ncnc2sccc12)Nc1ccccc1F	1%	6%[57.1 µM]	-1%	1%	1%[57.1 µM]	-2	-4%	8%	6%

Of the compounds above, these have a furan ring, fused or not:
SMILES	USP1 inh	TrxR1 substrate	IDH1 R132H inh	Glioma ERSR ind	rTrxR1 inhibitor	LDHA inh	Vif-APOBEC3G blk	RGS4 inhibitor	Vif-A3F inh
COc1cccc(/C=N/NC(=O)c2oc3nc(-c4ccccc4)cc(-c4ccco4)c3c2N)c1	-3%	5%	-8%	-1%	18%	-3	-28%	6%	?
Cc1cccc(CCN(C(=O)c2csnn2)C(C(=O)NC2CCCC2)c2ccco2)c1 (stereo not drawn)	?	0%	-7%	-4%	10%	-8	0%	-5%	-18%

The list is partial (hit frequency here may not be typical).
